# EWS-Fli block: EWS/Fli-driven NR0B1 reporter inhibitors, primary screen, A673 cells, NR0B1 luciferase, luminescence, MLPCN library; AID 651661, 2012; viability-normalised; inhibition, % at 12.6 µM; 350,000 tested, 0.67% active;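 active means mean inhibition of at least 50% after viability correction, with every replicate also passing that limit; inconclusive means mean reaches 50% but only one of two replicates passes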;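 further: firefly luciferase signal divided by Alamar Blue viability fluorescence both relative to DMSO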
# XiGFP reactiv: activators of inactive X chromosome reactivation, primary screen, imaging, XiGFP fibroblasts, GFP high-content imaging, set 2 | XiGFP mouse fibroblasts, % GFP-positive cells imaging, 3 d; cells co-treated with 5-aza-dC sensitizer; scaled so ellipticine positive control = 100% | activation, % at 7.58 µM | 360,000 tested, 0.055% active | AID 743238, 2013;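 active means mean normalized replicate activation at least 10% and every replicate at or above 10%; inconclusive means only one of the two criteria met; inactive means mean below 10% and not all replicates reach 10%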;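 further: 0% = median of on-plate neutral control wells and 100% = ellipticine 6 µM median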
#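 Material: SV40-immortalized XiGFP fibroblast cells, line 68-5-11 | Buffer or medium: DMEM containing 5-aza-dC | Dosing: One concentration, pinned | Times: 3 d treatment, 15 min room-temperature fixation | Controls: Ellipticine 6 µM positive control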
# PAX8 inh HTS: inhibitors of PAX8-driven TPO luciferase reporter, primary screen, RMG-I cells, single concentration | SteadyGlo, 24 h | inhibition, % at 12.6 µM | 360,000 tested, 1.2% active;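 active means mean replicate inhibition at least 60% with every replicate also reaching 60%; inconclusive means only one of the two criteria is met; inactive means mean below 60% and not all replicates reaching 60%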;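 further: luciferase light reporting Pax8 driven TPO promoter activity; plate controls were median of neutral control wells for no effect and mitoxantrone controls for full effect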
# ARNT TACC3 PPI: disruptors of ARNT/TACC3 protein interaction, primary screen, biochemical, AlphaScreen, single concentration; AlphaScreen His-ARNT PAS-B/GST-TACC3 binding, luminescence; TACC3 fragment carries E629A point mutation; inhibition, % at 9.99 µM; 390,000 tested, 0.66% active;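 active means mean inhibition of replicates at least 50% and at least half of replicates each reaching 50%; inconclusive means half or more replicates reach 50% but mean below 50%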;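 further: 0% = complete ARNT plus TACC3 wells and 100% = ARNT alone without TACC3; many hits fall short of the cut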
# INS-1E GSIS act: GLuc luminescence reporter in INS-1E cells, primary screen for activators of glucose-dependent secretion of insulin | AID 743287, 2014 | 370,000 tested, 0.61% active | activation, % at 16.6 µM | INS-1E GLuc reporter insulin secretion, 2-3 h;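 active means lowest replicate activation of at least 40%, so every replicate reaches that level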;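 further: 0% = median of neutral control wells and 100% = median of IBMX positive control wells; some compounds called inactive have numbers as strong as hits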
# CFTR F508del cor: F508del CFTR correction, initial screen, CFBE line, single point | CFBE cells, YFP halide quenching; stimulated with forskolin plus potentiator P3; % fluorescence drop versus neutral controls | activity (quench increase), % at 7.58 µM | 350,000 tested, 0.36% active | AID 720511, 2013;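 active means mean added fluorescence quench of at least 8% versus neutral control, with both replicates also reaching 8%; inconclusive means only one of the mean or replicate conditions met; inactive means mean below 8% and not both replicates reaching 8%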;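 further: cells transiently co-express mutant CFTR-F508del with the halide-sensitive YFP; corrector assay measuring rescue of mutant channel to the surface after 24 h compound exposure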
# DENV2 CPE rescue: inhibitors of DENV2 cytopathic effect, primary screen, cell-based, plate reader, single concentration; 350,000 tested, 1.7% active; CPE inhibition, % at 9.99 µM; DENV2-infected cells, cytopathic effect rescue; in the data active means CPE inhibition above about 20%, passing the limit was not always enough; inconclusive means no clear call, values can overlap the other calls; tested in BHK-21 cells;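 further: 0% = median of neutral control wells and 100% = median of positive control wells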
# ERp5 block: inhibitors of ERp5-driven insulin aggregation, primary screen, biochemical, turbidity, absorbance 650 nm, single point; Protein disulfide-isomerase A6 (Homo sapiens), Q15084; 90 min; inhibition, % at 9.99 µM; 350,000 tested, 0.05% active;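 active means mean replicate inhibition above about 25%, with every replicate also reaching it, limit read from the data, passing the limit was not always enough; inconclusive means only one of those two criteria met; inactive means neither criterion met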
# Target sequence (Q15084 whole entry, looked up): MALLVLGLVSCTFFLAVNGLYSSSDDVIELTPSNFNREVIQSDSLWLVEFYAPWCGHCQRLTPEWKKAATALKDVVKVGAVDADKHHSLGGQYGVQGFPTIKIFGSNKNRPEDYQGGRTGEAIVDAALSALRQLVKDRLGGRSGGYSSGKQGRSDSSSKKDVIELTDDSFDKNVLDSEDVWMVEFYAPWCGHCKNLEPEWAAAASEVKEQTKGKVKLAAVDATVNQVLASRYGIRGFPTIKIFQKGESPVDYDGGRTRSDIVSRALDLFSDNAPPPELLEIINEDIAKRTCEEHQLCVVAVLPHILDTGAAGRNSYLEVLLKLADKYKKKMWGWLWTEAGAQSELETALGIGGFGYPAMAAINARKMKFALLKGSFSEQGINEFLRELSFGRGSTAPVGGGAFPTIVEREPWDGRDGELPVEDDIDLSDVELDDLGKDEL
# Starred values were filed as active, the others as inactive; ? = inconclusive; nt = no result given. Not a hit list; overall some 4.2% were active at least once.
SMILES,EWS-Fli block,XiGFP reactiv,PAX8 inh HTS,ARNT TACC3 PPI,INS-1E GSIS act,CFTR F508del cor,DENV2 CPE rescue,ERp5 block
O=C(c1ccco1)N1CCN(C(=O)c2ccc(-c3cccc(C(F)(F)F)c3)o2)CC1,-2,0.4,5,2,-8,0.2,101*,4
Cc1cc(C)n(-c2ccc(C(=O)Nc3ccc(C)c(S(=O)(=O)N4CCOCC4)c3)cc2)n1,15,-0.5,6,24,-14,0.0,9,-2
Cc1ccccc1-c1ccccc1[C@H]1[C@@H](C#N)N(C(=O)c2ccc(F)cc2)[C@H]1CO,0,0.1,35,nt,-13,3.6,4,-6
Cn1c(C(=O)N2CCN(c3ccccn3)CC2)cc2ccccc21,-7,0.2,7,3,-5,0.9,6,2
CC(C)c1ccc(C(=O)NNC(=O)C2CC=CCC2C(=O)O)cc1 (stereo not drawn),-29,0.5,-38,-6,11,nt,-4,4
Cn1cc(S(=O)(=O)Nc2ccc(F)cc2F)c(=O)n(C)c1=O,3,0.0,4,nt,8,0.2,-2,15
Cc1ccccc1NC(=O)NNC(=O)c1ccc2ccccc2c1O,-2,0.3,17,6,15,-1.5,5,-8
COc1c(O)cccc1/C=N/NC(=O)Cn1ccnc1C,-10,0.0,6,61*,-4,-0.5,nt,-1
CN(C)Cc1cn(CC[C@H]2CC[C@H](NC(=O)Nc3ccc4c(c3)OCO4)[C@H](CO)O2)nn1,-3,0.0,-4,-11,7,-0.2,11,2
C[C@@H](NC(=O)c1nc[nH]c1C(=O)N1CCc2ccccc2C1)c1ccccc1,5,0.7,6,9,nt,0.7,6,-1
N/C(=N\OC(=O)c1ccc2c(c1)OCO2)c1cccc([N+](=O)[O-])c1,-67,0.1,-108,nt,6,2.2,nt,1
COc1ccccc1C(=O)NC(=O)CSc1nncn1C(C)C,-1,0.4,nt,-4,18,-0.4,-6,1
C[C@H]1CCCCO[C@H](CN(C)C(=O)Nc2ccc(F)cc2)[C@@H](C)CN([C@@H](C)CO)C(=O)c2cc(NC(=O)Nc3ccc(F)cc3)ccc2O1,1,0.5,-10,1,4,-1.9,46*,-5
CCC(=O)N1C[C@@H](C)[C@H](OC)CN(C)C(=O)c2cc(NC(=O)NC3CCCC3)ccc2OC[C@@H]1C,nt,-0.3,-19,nt,0,2.5,-8,-4
CC(C)CNC(=O)c1ccc(C2SCC(=O)N2Cc2ccccc2)cc1 (stereo not drawn),9,0.1,-4,-3,-8,1.3,13,2
CC(CCc1ccccc1)NC(=O)c1ccccc1F (stereo not drawn),-2,0.3,4,-1,5,-0.2,-3,-3
CC[C@]12c3[nH]c4cc(-c5ccco5)ccc4c3CCN1C(=O)[C@@H](CC(=O)NC(C)(C)C)C[C@@H]2C(=O)N1CCN(C(=O)c2ccco2)CC1,-9,-0.1,4,-2,1,-0.1,-1,-7
O=C1CC(NS(=O)(=O)c2ccc(F)cc2)CN1c1ccc2c(c1)OCCO2 (stereo not drawn),-8,0.6,1,-3,-5,-1.1,0,2
Oc1cccc(Nc2nc(-c3ccccc3Cl)nc3ccccc23)c1,14,0.0,32,-5,12,1.1,-3,-4
Cc1ccccc1NC(=S)N(Cc1ccccc1)Cc1cccs1,1,0.1,-9,-7,0,-2.1,2,-1
CCCCN(C=O)c1c(CC)nc2c(OCC(=O)N3CCOCC3)cccn12,6,0.1,4,nt,-6,2.5,9,5
COc1ccc2c3c([nH]c2c1)[C@@H](CO)N(C(=O)Nc1ccc(F)cc1)CC31CN(CC2CCOCC2)C1,2,0.5,nt,nt,-28,-0.3,10,2
COC(=O)C1N[C@@H]([C@@H](NC(=O)COc2ccccc2)C(=O)NCc2ccccc2)SC1(C)C (stereo partly drawn),-7,0.1,11,-1,-10,-4.3,2,0
COc1ccc(CCNC(=O)c2ccccc2N(C)S(=O)(=O)c2ccccc2)cc1,nt,0.4,15,-2,13,nt,nt,nt
Cn1nc(C(=O)Nc2ccc(S(=O)(=O)N3CCCCC3)cc2)c2ccccc2c1=O,18,0.1,-7,-4,-9,-4.2,5,-4

# Next section; the last two above are carried over.
SMILES,EWS-Fli block,XiGFP reactiv,PAX8 inh HTS,ARNT TACC3 PPI,INS-1E GSIS act,CFTR F508del cor,DENV2 CPE rescue,ERp5 block
COc1ccc(CCNC(=O)c2ccccc2N(C)S(=O)(=O)c2ccccc2)cc1,nt,0.4,15,-2,13,nt,nt,nt
Cn1nc(C(=O)Nc2ccc(S(=O)(=O)N3CCCCC3)cc2)c2ccccc2c1=O,18,0.1,-7,-4,-9,-4.2,5,-4
O=S1(=O)CC(N2CCN(CCO)CC2)CN1Cc1cn(Cc2cccc(C(F)(F)F)c2)nn1 (stereo not drawn),0,0.1,-5,nt,18,-2.6,1,0
COc1ccc(OC)c(-c2csc(N(CC3CCCO3)C(=O)C3CCCCC3)n2)c1 (stereo not drawn),4,0.0,16,-1,5,-0.7,nt,-2
COc1ccc2c3c(n(C)c2c1)[C@H](CO)N(C(=O)C1CCC1)CC31CCN(Cc2cccc(F)c2)CC1,33,0.8,60*,nt,-6,1.2,-5,-2
CC(=O)C1(O)CCC2C3CCC4CC(O)CCC4(C)C3C(=O)CC21C (stereo not drawn),14,0.2,6,-27,nt,-4.4,0,4
COc1ccc(NC(=O)N(C)C[C@H]2Oc3ncc(C#C[C@H](C)O)cc3C(=O)N([C@H](C)CO)C[C@@H]2C)cc1,-14,-0.4,nt,-3,4,0.1,5,-4
Cc1cccc(C)c1NC(=O)C1(C)CN(S(C)(=O)=O)CC(=O)N1CCCN1CCOCC1 (stereo not drawn),-4,-0.1,-18,nt,9,-1.6,?,-2
Cc1ccc(NC(=O)c2cccnc2)cc1S(=O)(=O)N(C)C,6,0.0,6,39,-3,0.2,-4,2
O=C(NNC(=S)Nc1ccc(Br)cc1Cl)c1ccncc1,-3,0.2,-3,2,1,-1.1,-4,-3
CCOC(=O)CCNC(=O)N1CCCC(C(=O)c2ccc3c(c2)OCO3)C1 (stereo not drawn),4,0.1,-5,2,-8,-0.1,-7,1
CCCCNC(=O)NNC(=O)COc1cccc(C)c1C,6,0.1,37,-13,3,nt,7,3
COc1ccc(CC(N)c2csc(NC(=O)NCCc3ccc(OC)c(OC)c3)n2)cc1 (stereo not drawn),5,0.0,-11,nt,5,-3.1,14,1
CCCc1cc(=O)oc2cc(C)cc(OCC(=O)N3C[C@H]4C[C@@H](C3)c3cccc(=O)n3C4)c12,0,nt,nt,nt,-7,2.1,?,1
Cn1c(=O)c(C(=O)COC(=O)c2cc(C3CC3)nc3ccccc23)c(N)n(Cc2ccccc2)c1=O,11,0.0,-9,nt,10,-3.1,-1,1
O=C(Nc1cc(-c2nc3ncccc3o2)ccc1Cl)c1ccc2c(c1)OCO2,-1,0.0,-11,-3,-5,-2.1,0,-3
Cc1noc(C)c1S(=O)(=O)N(C)C[C@H]1OCCCC[C@@H](C)Oc2ccc(NC(=O)Nc3ccc4c(c3)OCO4)cc2C(=O)N([C@H](C)CO)C[C@@H]1C,-9,0.0,-8,7,6,-0.2,3,nt
CC(NC(=O)c1ccc(NC(=O)c2ccco2)cc1)c1ccccc1 (stereo not drawn),-13,0.2,nt,-4,20,0.8,8,1
COc1cccc(C2CC(c3c(Cl)cccc3Cl)n3nc(N)nc3N2)c1 (stereo not drawn),1,0.2,7,nt,6,2.2,7,-4
CC1(C)CC(=O)C=C(c2ccc(F)cc2OCc2ccccc2)C1,11,-0.1,-1,-3,5,4.7,-7,3
COc1cc(/C=N/NC(=O)Cn2cnc3c2c(=O)n(C)c(=O)n3C)cc(OC)c1OC,5,0.0,-16,nt,nt,-2.0,1,3
CSCCC(NS(=O)(=O)c1ccc2c(c1)oc(=O)n2C)C(=O)NCc1ccccc1 (stereo not drawn),0,-0.2,4,-4,10,-2.0,4,3
C[C@H](CO)N1C[C@H](C)[C@H](CN(C)Cc2ccc3c(c2)OCO3)OCCCC[C@H](C)Oc2ccc(NC(=O)c3ccncc3)cc2C1=O,10,0.3,-2,9,13,1.2,2,-4
O=C(N[C@@H]1CC[C@@H](CCn2cc(C3(O)CCCC3)nn2)O[C@@H]1CO)C1CCCC1,3,0.3,2,-9,8,-0.8,-8,1
Cc1noc(C)c1S(=O)(=O)N(C)C[C@H]1Oc2c(NC(=O)c3cnccn3)cccc2C(=O)N([C@H](C)CO)C[C@H]1C,0,-0.7,nt,5,7,-0.7,10,0
C=CCC1(CC=C)CCCN1C(=O)CC1C(=O)NCCN1Cc1ccc(OC)c(OC)c1 (stereo not drawn),-1,0.0,-58,3,-6,-0.4,-4,-1
C[C@H]1CCCCO[C@H](CN(C)C(=O)CCC(F)(F)F)[C@@H](C)CN([C@@H](C)CO)C(=O)c2cc(NS(=O)(=O)c3ccc(F)cc3)ccc2O1,2,0.1,-13,6,-12,-2.0,11,10

# Additional entries follow.
SMILES,EWS-Fli block,XiGFP reactiv,PAX8 inh HTS,ARNT TACC3 PPI,INS-1E GSIS act,CFTR F508del cor,DENV2 CPE rescue,ERp5 block
C[C@@H]1CN([C@@H](C)CO)C(=O)c2cc(C#C[C@@H](C)O)cnc2O[C@@H]1CN(C)C(=O)Nc1ccc(F)cc1,-7,-0.8,nt,15,8,2.1,8,5
CNS(=O)(=O)c1cc(NC(=O)c2cncn2-c2ccccc2)ccc1C,5,0.5,2,-3,-4,-0.3,-3,6
O=C(NCc1nc2ccccc2[nH]1)C1=C[C@@H](c2ccc(C(F)(F)F)cc2)C[C@@H](OCc2ccc(CO)cc2)O1,10,0.1,41,1,-24,1.9,nt,nt
CCN(CC)CCCNC(=S)N1CCC(c2nc3ccccc3[nH]2)CC1,2,0.1,-32,4,10,-2.0,6,-1
CCCn1c(SCC(=O)N2N=C3/C(=C/c4ccc(OC)cc4)CCCC3C2c2ccc(OC)cc2)n[nH]c1=O (stereo not drawn),33,0.1,6,1,-19,nt,4,9
COc1ccc(CCC(=O)OCC(=O)N(CC(C)C)c2c(N)n(Cc3ccccc3)c(=O)[nH]c2=O)cc1,-3,-0.1,-2,-8,-4,2.7,15,-8
COc1ccccc1-c1sc2ccccc2c1C#CC1(O)CCCCC1,3,-0.1,13,6,-11,-0.2,-4,6
CO[C@H]1CN(C)C(=O)c2ccc(NC(=O)c3ccccc3)cc2OC[C@H](C)N(CC2CC2)C[C@@H]1C,-4,-0.1,nt,nt,-8,0.6,6,-2
COc1ccc2c3c([nH]c2c1)[C@@H](CO)N(Cc1ccc(F)cc1)CC31CCN(C(=O)NC(C)C)CC1,6,0.4,14,nt,13,1.3,9,1
CN(c1cnn(-c2ccccc2)c(=O)c1Cl)n1cccc1,-40,0.0,-53,-3,3,1.0,2,6
Cc1ccc(N2CSC3=C(C#N)C(c4cccs4)CC(=O)N3C2)cc1 (stereo not drawn),-66,0.2,-82,4,-4,0.9,11,0
COc1ccc(CN(C)C(=O)Cn2cnc(C(=O)Nc3ccc(C)c(C)c3)n2)cc1OC,-14,-0.1,-20,4,17,-1.2,10,-2

# Compound activity deposited in PubChem BioAssay by Broad Institute.
